# G9a inh: inhibitors of human histone lysine methyltransferase G9a. AID 504332. actives 8.8% (n = 350,000). Potency, µM (top dose mostly 102 µM), for inactives: at the top dose activity, negative = inhibition, usual class: inhibitors. G9a H3K9 monomethylation, AlphaScreen, 2 h; note: potency is the fitted concentration of half-maximal effect; % is set by controls: 0 for no effect and ±100 for the full control effect; nearly all actives have a fitted effect of over 75% in size
#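 Compounds were preincubated with 20 nM G9a for 15 min, after which biotinylated H3K9 peptide (500 nM) and SAM (20 uM) started a 2 h room-temperature reaction. Monomethylated product was quantified by antibody-based AlphaScreen chemiluminescence.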
# GLS inhibitor: glutaminase GLS (human) inhibition | O94925 | GLS enzymatic activity, qHTS titration | Potency, µM (top dose mostly 45.5 µM), for inactives: at the top dose activity change, negative = inhibition, actives largely listed as inhibitors | actives 0.21% (n = 410,000) | AID 624170; note: potency is the fitted concentration of half-maximal effect; % is set by controls: 0 for no effect and ±100 for the full control effect
#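 Coupled fluorescence readout: glutamate oxidase/HRP/Amplex Red detect glutamate formed by hKGA from L-glutamine (1 mM solution added). Buffer 45 mM KH2PO4 pH 8.2, 0.02% Tween-20; reads at t0 and 30 min RT.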
# PI4K2A inh: PI4K2A (human) kinase inhibition. Q9BTU6. purified PI4K2A, ADP-Glo luminescence, 1 h; hits give low values. activity change, negative = inhibition, % at 76.9 µM. actives 0.13% (n = 420,000). AID 1346378; in the data active = activity change below about -50%; inconclusive = mostly about -30% to -49%;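 note: -100% = wells without enzyme as full effect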
#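 ADP-Glo luminescence measured ADP generated by PI4K2A enzyme (4 ug/mL before mixing) with 1.2 mM PI substrate (pre-mix) and 300 microM ATP (pre-mix). Tris pH7.5 buffer with MgCl2, Triton X-100; 1 h reaction at ambient temperature.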
# Pin1 inhibitor: human Pin1 inhibition; Pin1 FP peptide displacement, HiFluor488, 10 min; Potency, µM (titrated, usually from 115 µM), inactives show at the top dose activity, negative = inhibition, actives largely listed as inhibitors; actives 0.009% (n = 390,000); AID 504891; active = well fitted inhibition curve with a large enough effect in the polarisation, with a control signal flat, not every such curve was filed as active; inconclusive = small, poorly fitted or top-dose-only effect, or effect the other way, or a change in a side signal; inactive = no such curve, though single readings can be large or run the other way; the % refers to the polarisation; note: potency is the fitted concentration of half-maximal effect; % is set by controls: 0 for no effect and ±100 for the full control effect
# HP1b binding inh: blocks HP1-beta chromodomain binding to methylated histone tails | P83916 | AlphaScreen HP1-beta / biotin-H3K9me3 peptide binding | Potency, µM (series often up to 114 µM), without a hit: top-dose activity change, negative = inhibition, most hits filed as inhibitors | actives 0.56% (n = 390,000) | AID 540317; note: potency is the fitted concentration of half-maximal effect; nearly all actives have a fitted effect of over 70% in size; inactives centre near 23
#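 HP1-beta protein (50 nM final) preincubated 30 min at room temperature with biotinylated H3(1-18)K9me3 peptide (50 nM) in PBS pH 7.4, 0.01% Tween-20, then compound added for 30 min. AlphaScreen streptavidin donor/nickel chelate acceptor beads (10 ug/mL final), 30 min dark, luminescence read.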
# ERG Ets-DNA blk: ERG Ets/DNA interaction inhibition. actives 0.028% (n = 370,000). Potency, µM (top dose mostly 76.9 µM), inactives show at the top dose FP activity, negative = inhibition, usual class: inhibitors. P11308. fluorescence polarization, His-ERG Ets domain / labelled DNA; active = well fitted inhibition curve with a large enough effect in the polarisation, with a control signal flat; inconclusive = small, poorly fitted or top-dose-only effect, or effect the other way, or a change in a side signal; inactive = no such curve, though single readings can be large or run the other way; the % refers to the polarisation;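 note: polarization taken with two DNA probes labelled with fluorescein and Texas red; potency is the fitted concentration of half-maximal effect; % of control where 0% means no effect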
#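 His-tagged ERG Ets domain (1 uM in the protein solution; 300mM KCl, 50mM Tris-HCl, 1mM EDTA, 1mM DTT, pH 7.5) received compound, then a probe mix of 5 nM fluorescein-DNA and 100nM Texas-615-DNA. Fluorescence polarization was read for both dyes.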
# Tb PGK inh: T. brucei PGK inhibition; Potency, µM (series often up to 57.5 µM), inactives show at the highest dose activity change, negative = inhibition, usual class: inhibitors; actives 0.043% (n = 380,000); PGK/GAPDH coupled, Kinase-Glo luminescence, 60 min; note: potency is the fitted concentration of half-maximal effect; % is set by controls: 0 for no effect and ±100 for the full control effect; nearly all actives have a fitted effect of over 60% in size
#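 Recombinant glycosomal PGK reaction used 1,3-bisphosphoglycerate generated in-well by GAPDH (100nM final) in 100mM TEA pH 7.6, 5mM MgCl2, 0.01% Tween-20. After 60 minutes at room temperature, ATP was read by Kinase-Glo Plus luminescence end-point.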
# JMJD2A Tudor inh: JMJD2A Tudor domain (human) inhibition. O75164. AlphaScreen JMJD2A-Tudor / H3K4me3 peptide binding. Potency, µM (top dose mostly 114 µM), without a hit: top-dose activity change, negative = inhibition, actives largely listed as inhibitors. actives 4.4% (n = 390,000). AID 504339; note: potency is the fitted concentration of half-maximal effect; % is set by controls: 0 for no effect and ±100 for the full control effect; nearly all actives have a fitted effect of over 50% in size
# BAZ2B block: blocks human BAZ2B | Q9UIF8 | AlphaScreen BAZ2B-H3K14Ac peptide displacement | Potency, µM (top dose mostly 114 µM), for inactives: at the top dose activity change, negative = inhibition, actives largely listed as inhibitors | actives 4.4% (n = 360,000); note: potency is the fitted concentration of half-maximal effect; % is set by controls: 0 for no effect and ±100 for the full control effect; nearly all actives have a fitted effect of over 60% in size
#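 BAZ2B (50 nM) with biotin-H3(5-23)K14Ac peptide (50 nM) in PBS pH 7.4, 0.01% Tween-20, preformed 30 min, then compound 30 min at room temperature; top concentration 110uM. AlphaScreen streptavidin donor/nickel chelate acceptor beads (10 ug/mL final), 20 min dark, signal read.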
# * = called active by the depositor; i = inactive; ? = inconclusive; · = not tested or not shown; & = joins results of further samples; [ ] = another dose, or the depositor's remark. Unless noted, calls come from the whole dose curve; as a rule, active = well fitted curve in the direction sought with a large enough effect; inconclusive = small, poorly fitted or top-dose-only effect, or another doubt; inactive = no such curve, though single readings can be large; an effect the other way counts as inactive or inconclusive.
SMILES,G9a inh,GLS inhibitor,PI4K2A inh,Pin1 inhibitor,HP1b binding inh,ERG Ets-DNA blk,Tb PGK inh,JMJD2A Tudor inh,BAZ2B block
CCc1c(C(=O)NCCc2ccc(OC)c(OC)c2)[nH]c(C)c1C(C)=O,-3%[59 µM],-3%,-1,5%,17%,-1%,0%,-18%,-6%
CC(C)N1CCOC1c1ccccc1 (centres undefined),·,8%,1,-7%,23%,4%,i,-14%,·
COc1ccc(CNS(=O)(=O)c2cccc(S(=O)(=O)N3CCOCC3)c2)cc1,14%[12.7 µM],?,2,-2%,28%,·,·,2%,12%
CN(C1CCCCC1)S(=O)(=O)c1cc2c3c(c1)CCN3C(=O)CC2,-5%,-3%,-4,-9%,43%[activator],-3%,i,3%,7%
COc1ccc(C(C(=O)NC2CCCC2)N(CCN2CCOCC2)C(=O)c2ccc(OC)c(OC)c2)cc1 (centres undefined),?,-7%,1,2%,25%,·,i,-6%,2%
Cc1c(C(=O)NCc2ccccc2Br)oc2c1-c1[nH]ncc1CC2,-46%[59 µM],-2%,-1,5%,43%[activator],-3%,0%,0%,-2%
CN(CC(=O)Nc1ccc(F)cc1)C(=O)COC(=O)c1cc(Br)c(Br)s1,·,2%,5,2%,34%,-4%,i,-23%,·
COc1ccccc1NC(=O)C1Cc2ccccc2CN1C(=O)c1ccco1 (centres undefined),-21%,-3%,-5,3%,23%,0%,-1%,-12%,-3%
Cc1cccc(C2c3[nH]c4ccccc4c3CCN2C(=O)c2nn(C)c(=O)c3ccccc23)n1 (centres undefined),·,-3%,5,6%,?,55%[activator],-3%,?,-33%
O=C(O)CN1CCc2ccccc2C1,?,?,-2,-8%,-23%,4%,-1%,28µM*,-5%
Cc1ccc(S(=O)(=O)c2nc(Nc3nccs3)sc2Cl)cc1,5%,10%,-2,50%[activator],23%,2%,-2%,-28%[57.1 µM],-7%
CC#CCCc1nc2ccccc2c(=O)n1N,-5%[59 µM],2%,-1,-1%,13%,-7%,-6%,-9%,8%
COc1ccccc1C1(O)CCN(C(=O)c2cccs2)CC1,·,11%,0,5%,45%,16%,4%,-3%,-3%
O=C(Nc1ccc2oc(-c3cccnc3)nc2c1)c1ccc2c(c1)OCCO2,14µM*,0%,-4,?,-3%,5%,-2%,89µM*,79µM*
CCc1ccc2c(CC(=O)Nc3cccc(S(=O)(=O)N4CCOCC4)c3)coc2c1,13%[12.7 µM],-1%,2,30%[activator],4%,-2%,-1%,-26%,-5%
O=C(Nc1ccc(Cl)cc1)P(=O)(O)c1ccccc1,·,-1%,1,3%,12%,1%,0%,-10%,·
CCc1ccc(NS(=O)(=O)c2ccc3[nH]cc(C(=O)N4CCCCCC4)c(=O)c3c2)cc1,-4%[59 µM],-5%,-6,-8%,6%,-1%,3%,-33%,·
CCOc1ccc(S(=O)(=O)N2CCN(S(=O)(=O)c3ccc(C)c(C)c3)CC2)cc1,11%,-9%,4,-11%,11%,-4%,-2%,-10%,1%
Cc1noc(NS(=O)(=O)c2ccc(NC(=O)c3cc(F)c(F)c(F)c3F)cc2)c1C,?,-11%,-6,0%,36%,-16%,i,-4%,16%
OC(COC(c1ccccc1)c1ccccc1)CN1CCOCC1 (centres undefined),1%,6%,6,-3%,18%,-11%,·,?,3%
O=C(/C=C/c1ccc(Cl)cc1)NCc1cccs1,3%[59 µM],10%,-2,-2%,10%,-2%,-9%,-11%,8%
CCc1ccc(CN2CCC(Oc3ccc(C(=O)N4CCCC4)cc3)CC2)cc1,55%[activator],-2%,-1,-4%,16%,-5%,-7%,-27%,-14%
CCSC(=N)N,45%[activator][59 µM],2%,-1&1,-3%,15%,-1%,-9%,-25%,9%
CCOc1c2ccccc2nn1CCOC,26%[2.33 µM],4%,2,-7%,43%[activator],7%,-2%,-4%,-6%
CC1(C)Cc2ccccc2-c2nc(NCCCO)[nH]c(=O)c21,-2%,10%,1,-4%,-8%,5%,-1%,-10%,-9%
CC(=O)N1CCC(N(CCN2CCOCC2)C(=S)Nc2cccc(C)c2C)CC1,-8%[59 µM],17%,2,4%,22%,-3%,i,-9%,4%
Cn1c(N)c(NC(=S)NC2CCCCC2)c(=O)n(C)c1=O,·,23%,1,-6%,12%[57 µM],13%,0%,-6%,·
COc1ccc(/C=C2\SC(=O)N(CCC(=O)N3CCCCC3)C2=O)cc1OC,-25%,-6%,3,6%,-12%,2%,3%,-14%,-14%
CCOC(=O)N1CCN(Cc2nc3c(c(=O)[nH]c(=O)n3C)n2CCCc2ccccc2)CC1,75%[activator][59 µM],6%,3,4%,29%,0%,1%,-13%,-28%[57.1 µM]
COc1ccc(C(=O)Nc2c(N)nc(SCC(=O)c3ccccc3)[nH]c2=O)cc1,-1%,4%,0,-2%,39%[activator],-2%,-1%,-3%,22%
COc1ccc2c(COC(=O)CCS(=O)(=O)c3ccc(C)cc3)cc(=O)oc2c1,-4%,-1%,6,30%,38%[activator],-7%,-8%,-17%,11%
O=C(NNC(=O)c1ccc([N+](=O)[O-])cc1)NC1CCCCC1,6%,22%,3,7%,44%[activator],-3%,i,-25%,4%
COC(=O)c1ccc(S(=O)(=O)N2CCCCCC2)n1C,·,0%,4,3%,35%,0%,8%,0%,-4%
CC(C)(C)c1ccccc1NC(=O)COC(=O)CN1C(=O)NC2(CCCC2)C1=O,0%[0.501 µM],3%,-2,0%,21%,-2%,-7%,-5%,-5%
CCCCn1c(=O)c2oc3ccccc3c2n(CC(=O)Nc2ccc(CC)cc2)c1=O,1%[59 µM],5%,-2,-11%,-1%,-2%,-2%,-19%,-6%
Cc1cc(NS(=O)(=O)c2ccccc2)c([N+](=O)[O-])cc1C,?,16%,1,5%,-10%,1%,4%,?,?
Clc1ccc(-n2cnc3c(Cl)ncnc32)cc1Cl,·,-6%,-1,-1%,29%,-4%,-8%,-12%,·
CC1CC(C)CN(c2ncc3c(n2)CC(c2ccccc2Cl)CC3=O)C1 (centres undefined),-22%,2%,3,0%,29%,-16%,-3%,-11%,11%
O=C(Nc1cccc(C(F)(F)F)c1)c1cc(S(=O)(=O)N2CCCCC2)ccc1N1CCOCC1,3%[59 µM],2%,-1,1%,25%,9%,-3%,-17%,1%
CCCC(=O)Nc1cc(-c2cn3cccnc3n2)ccc1OC,20%,-2%,0,-4%,26%,3%,-3%,-9%,0%
Cc1c(C=C(C#N)c2ccc([N+](=O)[O-])cc2)c(=O)n(-c2ccccc2)n1C,·,-3%,0,3%,28%,-8%,i,2%,·
O=C(Nc1ccc(Cl)cc1)NC1CCCCC1Cc1ccco1 (centres undefined),1%,-12%,-7,6%,61%[activator],6%,i,-3%[11.4 µM],-2%[57.1 µM]
O=C(O)c1ccccc1C(=O)OCc1c(-c2ccccc2)ncc2ccccc12,6%[0.501 µM],14%,4,1%,14%,4%,-10%,?,-10%
CCOc1ccccc1-n1c(SCC(N)=O)nnc1-c1ccco1,-46%[12.7 µM],5%,1,0%,13%,1%,0%,-15%,13%
C=C(C)CSc1nnc(-c2ccc(C)cc2)n1N,-6%[12.7 µM],·,-4,-1%,11%,11%,-3%,2%,1%
C=CCn1c(SCC(=O)Nc2ccc(OC)cc2)nc2ccccc2c1=O,58%,-5%,-1,-2%,32%,-3%,i,-6%,-7%
CCOC(=O)c1cnc(COc2ccccc2Cl)[nH]c1=O,·,-7%,0,-2%,37%,-1%,-9%,-22%,3%
O=C(c1cn(CCOc2ccccc2F)c2ccccc12)C1CCCCC1,45%[59 µM],-5%,0,3%,54%[activator],5%,-2%,-10%,9%
O=C(CSc1nc(O)cc(=O)n1-c1ccc(Cl)c(Cl)c1)Nc1ccc(Cl)cc1Cl,10%,1%,-5,37%[activator],9%,24%,i,-23%,-17%
CCN(C(=O)c1cc2ccccc2oc1=O)c1ccccc1,-6%,15%,6,-5%,19%,-7%,4%,-5%,-4%
O=C(N/N=C/c1ccc(O)c([N+](=O)[O-])c1)C(O)(c1ccccc1)c1ccccc1,·,-12%,1,-6%,13%,9%,-10%,-19%,3%[57.1 µM]
CCCCN(C(=O)C1CC(=O)N(c2ccc(OC)cc2OC)C1)c1c(N)n(CC(C)C)c(=O)[nH]c1=O (centres undefined),3%,0%,1,-5%,4%,1%,5%,-9%,-8%
Cc1nc(SCC(=O)N(C)C2CCS(=O)(=O)C2)c2ccccc2n1 (centres undefined),·,4%,-5,0%,14%,4%,0%,-4%,·
COC(CNC(=O)c1ccc2c(c1)ncn2C1CCCCCC1)OC,-28%[2.33 µM],-6%,3,0%,13%,-3%,7%,4%,-2%
CC(=O)Nc1nc2n(n1)C(c1ccccc1)C=C(c1ccccc1)N2 (centres undefined),?,-7%,-1,?,40%[activator],·,3%,89µM*,79µM*
COCCOC(=O)c1cc(C(=O)c2cc(Cl)ccc2O)coc1=N,-4%[59 µM],25%,-7,12%,13%,6%,i,-10%,0%
C=CCn1c(O)c(N=NC(=S)Nc2ccc(OC)c(Cl)c2)c2ccccc21,35µM*,-5%,-4,6%,?,-2%,-9%,?,7.9µM*
COC(=O)CCCCC1SCC(NC(=O)c2ccccc2)C1=O (centres undefined),1%,12%,-1,1%,33%,3%,i,-15%,-18%
